# Mtb BioA inh: M. tuberculosis BioA enzyme inhibitors, primary screen, biochemical, plate reader, single point, HTS | 7,8-diaminopelargonic acid synthase BioA (Mycobacterium tuberculosis) | purified M. tuberculosis BioA enzyme | inhibition, % at 9.99 µM | 360,000 tested, 0.096% active; in the data active = inhibition above about 40%
# * = called active by the depositor.
cpd	smiles	Mtb BioA inh
1	C[C@@H]1CCCCO[C@H](CN(C)C(=O)Nc2ccc(F)cc2)[C@H](C)CN([C@@H](C)CO)C(=O)c2cc(NS(=O)(=O)c3cccs3)ccc2O1	-1.7
2	CC(C)[C@@H](C)NC(=O)N(C)C[C@@H]1OCc2ccccc2-c2c(n(C)c3ccccc23)C(=O)N([C@@H](C)CO)C[C@H]1C	2.0
3	C/C=C/c1ccc([C@H]2[C@@H](CNS(C)(=O)=O)N(CC3CC3)[C@H]2CO)cc1	0.2
4	O=C(C[C@H]1CC[C@H]2[C@@H](COC[C@@H](O)CN2C(=O)c2ccc3c(c2)OCO3)O1)NCCN1CCCCC1	-0.4
5	CO[C@@H]1CN(C)C(=O)c2ccc(NC(=O)C3CC3)cc2OC[C@@H](C)N(C(=O)CN(C)C)C[C@H]1C	-0.6
6	CO[C@H]1CN(C)C(=O)c2cc(NC(=O)Nc3ccccc3)ccc2OC[C@H](C)N(C(=O)CC2CC2)C[C@H]1C	-1.7
7	C/C=C/c1cnc2c(c1)C(=O)N([C@H](C)CO)C[C@H](C)[C@@H](CN(C)C(=O)NC1CCCCC1)O2	1.8
8	C[C@H](CO)N1C[C@H](C)[C@H](CN(C)Cc2ccncc2)Oc2c(NC(=O)Nc3ccccc3)cccc2C1=O	-0.6
9	CNC(=O)C[C@@H]1CC[C@H]2[C@@H](COC[C@H](O)CN2C(=O)Nc2ccc(Cl)c(Cl)c2)O1	0.1
10	C[C@@H]1CN([C@@H](C)CO)C(=O)c2cccc(NS(=O)(=O)c3ccc(F)cc3)c2O[C@@H]1CN(C)Cc1ccc(Cl)c(Cl)c1	-1.1
11	CC(C)NC(=O)N1[C@H](C#N)[C@@H](c2ccc(-c3ccc(F)cc3)cc2)[C@@H]1CO	-0.2
12	Cc1ccc(S(=O)(=O)Nc2cccc3c2O[C@H](CN(C)S(=O)(=O)c2cccs2)[C@@H](C)CN([C@H](C)CO)C3=O)cc1	2.6
13	CCCN(C)C[C@H]1OCCCC[C@@H](C)Oc2ccc(N(C)C)cc2C(=O)N([C@@H](C)CO)C[C@H]1C	1.0
14	O=C(NC1CCC1)[C@H]1[C@H](CO)[C@H]2Cn3c(ccc(-c4ccc(F)cc4)c3=O)[C@H]2N1Cc1ccccn1	2.8
15	CC(C)NC(=O)Nc1ccc2c(c1)CC(=O)N([C@@H](C)CO)C[C@@H](C)[C@@H](CN(C)Cc1ccc(C(=O)O)cc1)O2	0.6
16	C[C@@H]1CN([C@@H](C)CO)C(=O)Cc2cc(NC(=O)Nc3ccc4c(c3)OCO4)ccc2O[C@@H]1CN(C)CC1CC1	-0.3
17	C[C@@H]1CCCCO[C@H](CN(C)Cc2ccc3c(c2)OCO3)[C@H](C)CN([C@@H](C)CO)C(=O)c2cc(NC(=O)Nc3ccc4c(c3)OCO4)ccc2O1	2.6
18	N#C[C@H]1[C@H](c2ccc(C#CC3CC3)cc2)[C@@H](CO)N1C(=O)c1cccc(F)c1	8.0
19	Cc1ccc(S(=O)(=O)Nc2ccc3c(c2)C(=O)N([C@@H](C)CO)C[C@@H](C)[C@@H](CN(C)C(=O)Nc2ccccc2)OCCCC[C@@H](C)O3)cc1	-4.9
20	C[C@@H]1CN([C@@H](C)CO)C(=O)Cc2cc(NC(=O)Nc3ccc(F)cc3)ccc2O[C@@H]1CN(C)S(=O)(=O)c1ccc(Cl)cc1	-2.1
21	CC(=O)N1[C@@H](CO)[C@@H]2c3ccccc3N(S(=O)(=O)c3ccccc3)C[C@@H]21	-3.0
22	COc1ccc(NC(=O)N(C)C[C@@H]2Oc3ccc(NC(=O)C4CCCCC4)cc3CC(=O)N([C@H](C)CO)C[C@@H]2C)cc1	-0.3
23	C[C@H]1CN([C@@H](C)CO)C(=O)Cc2cc(NC(=O)c3ccncc3)ccc2O[C@H]1CN(C)C(=O)Nc1ccc2c(c1)OCO2	-3.3
24	C[C@H]1CN([C@@H](C)CO)C(=O)c2cc(C#Cc3ccccn3)cnc2O[C@@H]1CN(C)C(=O)c1cnccn1	-1.5
25	CCC(=O)N1C[C@@H](C)[C@H](OC)CN(C)C(=O)c2ccc(NC(=O)C3CCOCC3)cc2OC[C@@H]1C	-0.8
26	C[C@H](CO)N1C[C@H](C)[C@@H](CN(C)S(=O)(=O)c2cn(C)cn2)Oc2ccc(NC(=O)Nc3ccc4c(c3)OCO4)cc2CC1=O	-0.6
27	COc1cccc(C#Cc2ccc3c(c2)O[C@@H](CN(C)C(=O)CN2CCOCC2)[C@@H](C)CN([C@@H](C)CO)S3(=O)=O)c1	0.5
28	NCC[C@@H]1CC[C@H](NC(=O)Nc2ccc(F)cc2)[C@H](CO)O1	3.8
29	N#C[C@H]1[C@H](c2ccc(-c3cccc(F)c3)cc2)[C@H](CO)N1c1nc(-c2ccccc2)cs1	2.3
30	CO[C@H]1CN(C)C(=O)c2ccc(NC(=O)Nc3cc(F)ccc3F)cc2OC[C@@H](C)N(C(=O)c2cnccn2)C[C@H]1C	-2.5

# Entries by screen from the entries so far:
# Nos. 22 to 28 in Mtb BioA inh read -0.3, -3.3, -1.5, -0.8, -0.6, 0.5, 3.8

# Records 1–3, quoted:
cpd	smiles	Mtb BioA inh
1	C[C@@H]1CCCCO[C@H](CN(C)C(=O)Nc2ccc(F)cc2)[C@H](C)CN([C@@H](C)CO)C(=O)c2cc(NS(=O)(=O)c3cccs3)ccc2O1	-1.7
2	CC(C)[C@@H](C)NC(=O)N(C)C[C@@H]1OCc2ccccc2-c2c(n(C)c3ccccc23)C(=O)N([C@@H](C)CO)C[C@H]1C	2.0
3	C/C=C/c1ccc([C@H]2[C@@H](CNS(C)(=O)=O)N(CC3CC3)[C@H]2CO)cc1	0.2

# Additional results
cpd	smiles	Mtb BioA inh
31	CCS(=O)(=O)Nc1ccc2c(c1)C(=O)N(C)[C@H]1CC[C@H](CC(=O)N3CCN(C)CC3)O[C@H]1CO2	-1.1
32	CS(=O)(=O)Nc1ccc2c(c1)[C@H]1C[C@H](CC(=O)NCc3cc(F)ccc3F)O[C@H](CO)[C@H]1O2	1.9
33	C[C@H](CO)N1C[C@H](C)[C@H](CN(C)C(=O)Nc2cccc3ccccc23)Oc2c(NS(=O)(=O)c3cccs3)cccc2C1=O	-0.9
34	O=C(C[C@@H]1C=C[C@H](NS(=O)(=O)c2ccc(F)cc2)[C@H](CO)O1)N1CCC(Cc2ccccc2)CC1	1.1
35	O=C(NCCN1CCCCC1)[C@@H]1N[C@@H]2c3ccc(-c4ccc(F)cc4)c(=O)n3C[C@@H]2[C@H]1CO	0.6
36	C[C@H]1CN([C@@H](C)CO)C(=O)Cc2cc(NC(=O)c3ccncc3)ccc2O[C@H]1CN(C)Cc1ccncc1	0.3
37	CNC[C@H]1Oc2ccc(NC(=O)C3CCCCC3)cc2CC(=O)N([C@H](C)CO)C[C@H]1C	-1.3
38	O=C(C[C@H]1C=C[C@@H](NC(=O)C2CCC2)[C@H](CO)O1)NCc1ccncc1	2.5
39	COc1ccc(-c2cn(CC[C@H]3CC[C@H](NC(=O)c4cnccn4)[C@@H](CO)O3)nn2)cc1	-0.4
40	Cc1ccc(-c2cnc3c(c2)C(=O)N([C@H](C)CO)C[C@@H](C)[C@H](CN(C)C(=O)c2cccc(F)c2)O3)cc1	5.6
41	O=C(Cc1ccccn1)N[C@H]1CC[C@@H](CCn2cc(-c3cccnc3)nn2)O[C@@H]1CO	2.5
42	Cc1noc(C)c1NC(=O)Nc1ccc2c(c1)C(=O)N([C@H](C)CO)C[C@@H](C)[C@H](CN(C)C(=O)NC1CCCCC1)OCCCC[C@@H](C)O2	1.0
43	C[C@H](CO)N1C[C@H](C)[C@H](CN(C)C(=O)Nc2ccc(C(F)(F)F)cc2)Oc2ccc(NC(=O)Nc3ccc(C(F)(F)F)cc3)cc2CC1=O	-5.2
44	Cc1ccc(S(=O)(=O)N(C)C[C@H]2OCCCC[C@@H](C)Oc3ccc(NC(=O)NC(C)C)cc3C(=O)N([C@H](C)CO)C[C@H]2C)cc1	4.8
45	O=C(Nc1cccc(Cl)c1)N[C@@H]1CC[C@@H](CCNC(=O)C2CCCC2)O[C@@H]1CO	-2.5
46	O=C(CS)NCCCCCCNC(=O)[C@@H]1C[C@@H]2C(=O)NCC(=O)N2[C@@H]1c1ccc(O)cc1	-1.5
47	O=C(O)[C@@H]1[C@@H](CO)[C@@H]2Cn3c(ccc(C4=CCCCC4)c3=O)[C@@H]2N1C(=O)c1ccccc1F	-0.7
48	COc1ccc(NC(=O)Nc2ccc3c(c2)CC(=O)N([C@@H](C)CO)C[C@@H](C)[C@H](CN(C)Cc2ccc4c(c2)OCO4)O3)cc1	0.7
49	CC(C)NC(=O)N1C[C@@H]2[C@H](c3ccccc31)[C@H](CO)N2Cc1ccccn1	-4.8
50	C[C@H]1CN([C@@H](C)CO)S(=O)(=O)c2ccc(-c3ccc(C(=O)N(C)C)cc3)cc2O[C@@H]1CN(C)C(=O)C1CCOCC1	0.0
51	C[C@@H]1CN([C@H](C)CO)S(=O)(=O)c2ccc(C3=CCCCC3)cc2O[C@H]1CN(C)S(=O)(=O)c1ccc(F)cc1	2.0
52	CO[C@H]1CN(C)C(=O)c2ccc(NS(=O)(=O)c3ccc(Cl)cc3)cc2OC[C@H](C)N(C)C[C@H]1C	-1.2
53	O=C(Cc1ccccc1)N[C@@H]1C=C[C@H](CC(=O)N2CCOCC2)O[C@H]1CO	-0.7
54	C[C@H](CO)N1C[C@H](C)[C@@H](CN(C)C(=O)Nc2cccc3ccccc23)Oc2c(NC(=O)c3ccc(-c4nccs4)cc3)cccc2C1=O	-2.1
55	O=C(C[C@H]1C[C@H]2c3cc(NS(=O)(=O)c4ccc(F)cc4)ccc3O[C@H]2[C@H](CO)O1)NCCN1CCCCC1	0.8
56	C[C@@H]1CN([C@H](C)CO)S(=O)(=O)c2ccc(C#CC3CC3)cc2O[C@H]1CN(C)Cc1cccc(F)c1	-1.5
57	C[C@@H]1CN([C@@H](C)CO)C(=O)c2cc(NC(=O)Cc3ccccc3)ccc2O[C@@H]1CN(C)Cc1ccc2c(c1)OCO2	1.7
58	C[C@H]1CN([C@@H](C)CO)S(=O)(=O)c2ccc(C#Cc3ccccc3)cc2O[C@H]1CN(C)C(=O)CN(C)C	-1.1
59	O=C(CN1CCOCC1)N[C@@H]1CC[C@@H](CCNC(=O)C2CCCCC2)O[C@@H]1CO	0.3
60	O=C(CC1CC1)Nc1ccc2c(c1)[C@H]1C[C@H](CC(=O)NC3CCCCC3)O[C@H](CO)[C@H]1O2	-0.7

# Reformatted: three of the compounds above
[44] Cc1ccc(S(=O)(=O)N(C)C[C@H]2OCCCC[C@@H](C)Oc3ccc(NC(=O)NC(C)C)cc3C(=O)N([C@H](C)CO)C[C@H]2C)cc1
  Mtb BioA inh = 4.8

[45] O=C(Nc1cccc(Cl)c1)N[C@@H]1CC[C@@H](CCNC(=O)C2CCCC2)O[C@@H]1CO
  Mtb BioA inh = -2.5

[52] CO[C@H]1CN(C)C(=O)c2ccc(NS(=O)(=O)c3ccc(Cl)cc3)cc2OC[C@H](C)N(C)C[C@H]1C
  Mtb BioA inh = -1.2

# Next results.
cpd	smiles	Mtb BioA inh
61	C[C@@H]1CN([C@@H](C)CO)C(=O)Cc2cc(NC(=O)Nc3ccc(F)cc3)ccc2O[C@@H]1CN(C)C(=O)Nc1ccc(F)cc1	1.8
62	C[C@H](CO)N1C[C@H](C)[C@H](CN(C)Cc2ccccc2)Oc2ccc(NC(=O)CCCCCC(=O)Nc3ccccc3N)cc2CC1=O	1.1
63	O=C(Nc1ccc(Cl)c(Cl)c1)N[C@H]1CC[C@H](CCn2cc(C3CC3)nn2)O[C@H]1CO	3.8
64	O=C(C[C@H]1CC[C@@H]2[C@H](COC[C@H](O)CN2S(=O)(=O)c2ccc(F)cc2)O1)NCC1CCCCC1	4.1
65	CO[C@H]1CN(C)C(=O)c2cc(NS(=O)(=O)CC(F)(F)F)ccc2OC[C@@H](C)N(C(=O)c2ccc3c(c2)OCO3)C[C@@H]1C	-1.1
66	Cc1noc(C)c1NC(=O)N[C@@H]1CC[C@@H](CC(=O)Nc2ccccc2)O[C@@H]1CO	2.8
67	COc1ccc(NC(=O)Nc2ccc3c(c2)C(=O)N([C@H](C)CO)C[C@@H](C)[C@H](CN(C)C(=O)NC2CCCCC2)O3)cc1	1.6
68	C[C@@H]1CN([C@@H](C)CO)C(=O)c2cc(NC(=O)Nc3ccccc3)ccc2O[C@@H](C)CCCCO[C@H]1CN(C)C(=O)Nc1cccc2ccccc12	-1.9
69	COc1ccccc1-c1cn(CC[C@@H]2CC[C@H](NC(=O)CCN3CCCCC3)[C@H](CO)O2)nn1	0.8
70	CN(C)CC(=O)Nc1ccc2c(c1)[C@H]1C[C@@H](CC(=O)N3CCN(C)CC3)O[C@H](CO)[C@H]1O2	-3.1
71	CO[C@H]1CN(C)C(=O)c2cc(NS(=O)(=O)c3ccccc3)ccc2OC[C@@H](C)NC[C@@H]1C	-1.4
72	C[C@H](CO)N1C[C@H](C)[C@H](CN(C)Cc2ccc(-c3ccccc3)cc2)Oc2ccc(NS(=O)(=O)c3ccccc3)cc2C1=O	-5.8
73	C[C@H](CO)N1C[C@H](C)[C@@H](CN(C)C(=O)Nc2ccccc2F)Oc2cc(C#CCN(C)C)ccc2S1(=O)=O	-1.2
74	C[C@@H]1CN([C@H](C)CO)C(=O)c2cc(-c3ccc(C(=O)N(C)C)cc3)cnc2O[C@H]1CN(C)C(=O)CN(C)C	-0.4
75	C[C@H]1CCCCO[C@H](CN(C)Cc2ccc(C(F)(F)F)cc2)[C@@H](C)CN([C@@H](C)CO)C(=O)c2cc(N(C)C)ccc2O1	1.9
76	C[C@H]1CCCCO[C@H](CN(C)C(=O)CCCN(C)C)[C@@H](C)CN([C@@H](C)CO)C(=O)c2cc(NS(=O)(=O)c3ccc(F)cc3)ccc2O1	0.0
77	Cc1noc(C)c1NC(=O)N(C)C[C@@H]1Oc2c(NS(=O)(=O)c3cccs3)cccc2C(=O)N([C@H](C)CO)C[C@H]1C	1.0
78	C[C@H]1CN([C@@H](C)CO)S(=O)(=O)c2ccc(C#CCN(C)C)cc2O[C@H]1CN(C)Cc1ccccn1	-1.0
79	Cc1ccc(S(=O)(=O)Nc2cccc3c2O[C@H](CN(C)Cc2ccccc2)[C@H](C)CN([C@H](C)CO)C3=O)cc1	0.7
80	CO[C@@H]1CN(C)C(=O)c2cc(NC(=O)C3CCCC3)ccc2OC[C@@H](C)N(Cc2ccc(F)cc2)C[C@H]1C	-1.3

# Compound activity as filed in PubChem.

# These rows are one share of the data; rates above refer to the full screens.
